# PGC1a acetyl inh: modulators of PGC1a acetylation; U2OS PGC1a acetylation, AlphaScreen anti-acetyl-lysine; with virally co-expressed GCN5 acetyltransferase; inhibition, % at 15.6 µM; 0.17% of 350,000 active;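 active = every replicate shows inhibition of at least 40%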;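 also: 0% = neutral control wells and 100% = positive control wells; some results beyond the cut were filed as inactive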
# ERAP1 HTS inh: inhibitors of human ERAP1 aminopeptidase; recombinant ERAP1, Leu-AMC fluorescence, 60 min; inhibition, % at 10.7 µM; 0.15% of 340,000 active; Q9NZ08;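 active = mean replicate inhibition of at least 30%, or all replicates individually reaching that 30% level; inactive = mean below 30% and not every replicate reaching it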;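 also: 0% = neutral control wells and 100% = L-leucinethiol positive control wells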
# Target sequence (Q9NZ08 whole entry, looked up): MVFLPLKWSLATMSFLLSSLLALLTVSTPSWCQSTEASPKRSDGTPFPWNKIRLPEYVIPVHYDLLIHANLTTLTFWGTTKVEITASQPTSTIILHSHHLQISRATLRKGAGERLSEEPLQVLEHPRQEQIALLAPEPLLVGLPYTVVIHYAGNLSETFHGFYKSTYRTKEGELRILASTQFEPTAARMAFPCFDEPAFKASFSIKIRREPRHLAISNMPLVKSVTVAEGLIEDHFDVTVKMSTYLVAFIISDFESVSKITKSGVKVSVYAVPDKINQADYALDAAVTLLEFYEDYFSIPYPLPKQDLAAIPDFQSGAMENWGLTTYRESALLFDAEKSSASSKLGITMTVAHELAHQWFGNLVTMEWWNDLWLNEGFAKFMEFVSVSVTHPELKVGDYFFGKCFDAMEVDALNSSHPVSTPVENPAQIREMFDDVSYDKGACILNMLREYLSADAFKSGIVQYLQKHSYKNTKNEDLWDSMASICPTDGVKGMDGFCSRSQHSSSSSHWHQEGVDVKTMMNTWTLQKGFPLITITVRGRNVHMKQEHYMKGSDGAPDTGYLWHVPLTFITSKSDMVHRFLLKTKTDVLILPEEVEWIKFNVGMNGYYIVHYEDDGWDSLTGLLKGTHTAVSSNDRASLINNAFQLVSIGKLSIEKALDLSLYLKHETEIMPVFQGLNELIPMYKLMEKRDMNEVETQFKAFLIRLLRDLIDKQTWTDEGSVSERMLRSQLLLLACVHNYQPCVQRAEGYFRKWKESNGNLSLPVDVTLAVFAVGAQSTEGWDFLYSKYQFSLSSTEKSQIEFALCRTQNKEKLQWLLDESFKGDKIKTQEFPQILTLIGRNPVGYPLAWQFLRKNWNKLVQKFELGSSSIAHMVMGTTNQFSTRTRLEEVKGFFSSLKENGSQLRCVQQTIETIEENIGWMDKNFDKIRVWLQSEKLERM
# PglD DTNB: inhibitors of Campylobacter jejuni PglD acetyltransferase | 0.098% of 360,000 active | purified PglD enzyme, DTNB colorimetric CoA detection | inhibition, % at 12.5 µM; in the data active = inhibition above about 16%, passing the limit was not always enough; also: strong numbers were not always called active
# PAX8 reporter: inhibitors of PAX8 transcriptional activity in RMG-I cells; RMG-I TPO-luciferase reporter, SteadyGlo, 24 h; inhibition, % at 12.6 µM; 1.2% of 360,000 active; AID 652154;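 active = mean replicate inhibition at least 60% with every replicate also reaching 60%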;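 also: luciferase light reporting Pax8 driven TPO promoter activity; plate controls were median of neutral control wells for no effect and mitoxantrone controls for full effect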
# EWS-Fli block: blocks EWS/Fli oncoprotein-driven transcription; A673 NR0B1-luciferase reporter, viability-normalised; AID 651661; 0.67% of 350,000 active; inhibition, % at 12.6 µM;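 active = mean inhibition of at least 50% after viability correction, with every replicate also passing that limit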;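 also: firefly luciferase signal divided by Alamar Blue viability fluorescence both relative to DMSO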
# FN deposition inh: fibronectin deposition inhibition; AID 743247; 0.086% of 350,000 active; AH1F fibroblasts, Alexa488-fibronectin deposition fluorescence, overnight; inhibition, % at 12.6 µM;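 active = mean inhibition across replicates of 30% or more, regardless of how many single replicates reach that level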;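 also: positive control wells lacked labelled fibronectin entirely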
#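 Measured by – fluorescence 485/525 nm · System – AH1F fibroblast monolayer, labelled fibronectin deposition · Amount – 10000 cells per well · Buffer or medium – serum-reduced DMEM (2% serum) · Doses – single dose, pinned · Also added – fluorescent fibronectin at 24 nM final · Schedule – 1 h cell attachment, overnight exposure to compound and label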
# LGR2 antag: Drosophila LGR2 receptor signaling inhibition. HEK293 LGR2, CRE-luciferase, bursicon-stimulated, 4 h. inhibition, % at 9.99 µM. 0.35% of 380,000 active;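 active = drop in luminescence signal, shown as inhibition above about 50% in the replicate tests, limit read from the data, passing the limit was not always enough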;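 also: agonist challenge used bursicon conditioned medium at about half maximal strength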
# S100A4 inh HTS: inhibitors of human S100A4 binding to myosin IIA peptide. inhibition, % at 10.7 µM. P26447. 0.14% of 360,000 active. S100A4/TAMRA-MyoIIA peptide fluorescence polarization. AID 652163;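 active = mean inhibition of at least 70% across replicates, with every replicate also reaching that level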
# Target sequence (P26447 whole entry, looked up): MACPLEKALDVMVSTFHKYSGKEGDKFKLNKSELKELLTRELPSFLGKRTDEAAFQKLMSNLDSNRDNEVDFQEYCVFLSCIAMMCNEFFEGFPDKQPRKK
#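 assay system = human S100A4 monomer with TAMRA-labelled myosin IIA peptide | also added = labelled myosin peptide probe, 5 nM | incubation = 5 min between mix addition and reading | control set = DMSO and TFP controls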
# An asterisk follows results filed as active; . = no result given.
SMILES,PGC1a acetyl inh,ERAP1 HTS inh,PglD DTNB,PAX8 reporter,EWS-Fli block,FN deposition inh,LGR2 antag,S100A4 inh HTS
CO[C@@H](CN(C)S(=O)(=O)c1ccc(C)cc1)[C@H](C)CN([C@H](C)CO)S(=O)(=O)c1cccc(Cl)c1,2,0,-2,.,4,-2,20,4
CCC(=O)c1ccc(OCC(=O)Nc2cccc(S(=O)(=O)N3CCCCCC3)c2)cc1,.,4,1,9,2,-2,10,-3
O=C(Nc1c(C(=O)N2CCN(c3ccccn3)CC2)oc2ccccc12)c1cccc([N+](=O)[O-])c1,-1,0,-9,-7,.,0,15,-1
CNC(=O)COC(=O)c1ccccc1C(=O)c1ccc(Cl)c([N+](=O)[O-])c1,-47,-1,.,31,3,15,102*,2
COCCNC(=O)C1(C)CCN(C(=O)COc2ccc(Cl)cc2Cl)C1 (centres undefined),.,-1,5,-12,-3,2,10,-8
CCCCCCc1cc2cc(S(=O)(=O)c3ccc(C)cc3)c(=O)oc2cc1O,-2,.,-7,13,12,2,3,-3
C[C@@H]1CCCCO[C@@H](CN(C)S(=O)(=O)c2ccc(F)cc2)[C@H](C)CN([C@@H](C)CO)C(=O)c2cc(NS(=O)(=O)c3ccc(F)cc3)ccc2O1,-6,.,4,8,14,-4,-6,.
CC(=O)Nc1ccc(NC(=O)C(C)OC(=O)CCCOc2ccc(Cl)cc2C)cc1 (centres undefined),.,-1,-5,-78,2,1,-10,0
Cc1ccnc(N=Cc2nc(-c3ccccc3Br)oc2O)c1,.,10,.,-103,-72,-3,-46,-2
c1ccc2c(c1)OCCOCCOCCOCCOc1ccccc1OCCOCCOCCO2,-7,.,1,7,.,-5,2,.
Cc1cc(C#N)c(C)c(SCc2[nH]nc3c2C(c2ccccc2)C(C#N)=C(N)O3)n1 (centres undefined),13,.,2,3,.,-4,.,.
COCC(=O)Nc1cc(C)cn(Cc2cccc(C(F)(F)F)c2)c1=O,.,4,-7,-1,9,-1,22,-2
O=C(O)c1ccc(-c2noc(-c3ccccc3C(F)(F)F)n2)cc1,.,1,-6,-229,-75,-5,-77,-2
COc1ccc(CN2C(=O)C(CC(=O)NC3CCCCC3)CC(C(=O)N(C(C)C)C(C)C)=C2C)cc1 (centres undefined),13,.,0,-15,4,-11,-16,16
C(=N\NC1=Nc2cccc3cccc1c23)/c1cccnc1,.,6,.,-124,-131,3,-56,0
CCCc1cc(=O)oc2c(C)c(OCC(=O)Nc3cccnc3)ccc12,-1,-1,4,-67,3,-4,-8,-2
Cc1nn(-c2ccccc2)c(Cl)c1/C=N/NC(=O)c1cccc(S(=O)(=O)N2CCCC2)c1,-4,-1,6,18,3,-4,-5,-2
Cc1ccccc1-c1ccc2c(c1)[C@@H]1C[C@H](N(C)S(=O)(=O)c3ccc(Cl)cc3)[C@H]([C@H](C)O)CN1CC2,.,0,.,16,-10,-8,-20,-6
CCN(C(=O)c1cc2c(C)nc3ccccc3c2o1)c1cc(Cl)ccc1OC,-2,.,-1,28,6,-6,22,-12
CCS(=O)(=O)NCC[C@H]1CC[C@@H](NS(=O)(=O)c2ccccc2C)[C@H](CO)O1,2,-1,-2,-1,-8,-2,6,-5

# Retrieved by compound from above:
SMILES,PGC1a acetyl inh,ERAP1 HTS inh,PglD DTNB,PAX8 reporter,EWS-Fli block,FN deposition inh,LGR2 antag,S100A4 inh HTS
COCC(=O)Nc1cc(C)cn(Cc2cccc(C(F)(F)F)c2)c1=O,.,4,-7,-1,9,-1,22,-2
C[C@@H]1CCCCO[C@@H](CN(C)S(=O)(=O)c2ccc(F)cc2)[C@H](C)CN([C@@H](C)CO)C(=O)c2cc(NS(=O)(=O)c3ccc(F)cc3)ccc2O1,-6,.,4,8,14,-4,-6,.

# Arranged by number of heavy atoms (rising): part of the list above
SMILES,PGC1a acetyl inh,ERAP1 HTS inh,PglD DTNB,PAX8 reporter,EWS-Fli block,FN deposition inh,LGR2 antag,S100A4 inh HTS
CCS(=O)(=O)NCC[C@H]1CC[C@@H](NS(=O)(=O)c2ccccc2C)[C@H](CO)O1,2,-1,-2,-1,-8,-2,6,-5
CCCCCCc1cc2cc(S(=O)(=O)c3ccc(C)cc3)c(=O)oc2cc1O,-2,.,-7,13,12,2,3,-3
C[C@@H]1CCCCO[C@@H](CN(C)S(=O)(=O)c2ccc(F)cc2)[C@H](C)CN([C@@H](C)CO)C(=O)c2cc(NS(=O)(=O)c3ccc(F)cc3)ccc2O1,-6,.,4,8,14,-4,-6,.

# (listing goes on)
SMILES,PGC1a acetyl inh,ERAP1 HTS inh,PglD DTNB,PAX8 reporter,EWS-Fli block,FN deposition inh,LGR2 antag,S100A4 inh HTS
CO[C@@H](CN(C)S(=O)(=O)c1cccc(Cl)c1)[C@@H](C)CN(C(=O)Nc1ccccc1F)[C@H](C)CO,-2,-1,1,.,-9,-5,3,4
CN(CC(=O)NCc1cccnc1)S(=O)(=O)c1ccc(F)cc1,0,-9,-3,5,-1,-3,6,9
CCOC(=O)c1sc(SCc2ccccc2)c2c1CC(C)(C)CC2=O,.,4,-1,6,9,2,-29,8
Cc1ccc(C(=O)Nc2ccc(C(=O)O)cc2NC(=O)c2ccc(C)cc2)cc1,2,15,5,-68,-44,0,7,1
CCCC(=O)N1CCC2(CC1)CN(C(C)=O)[C@H](CO)c1c2c2ccc(OC)cc2n1C,-1,0,.,.,-6,5,14,-4
Cc1ccc(S(=O)(=O)NC(C(=O)OCC(=O)NC2CCS(=O)(=O)C2)C(C)C)cc1 (centres undefined),18,.,-1,-12,.,4,.,.
C[C@@H](O)C#Cc1cnc2c(c1)C(=O)N([C@@H](C)CO)C[C@H](C)[C@@H](CN(C)C(=O)c1ccncc1)O2,11,-1,2,.,-15,.,1,-3
Cc1noc(C)c1NC(=O)N(C)C[C@@H]1OCCCC[C@@H](C)Oc2ccc(NC(=O)Cc3ccccc3)cc2C(=O)N([C@H](C)CO)C[C@@H]1C,0,0,-1,.,-2,.,-14,2
O=C(NCC(=O)N(CCc1ccccc1)C(C(=O)NC1CCCCC1)c1ccncc1)c1ccco1 (centres undefined),-15,.,11,5,.,-4,.,.
C[C@@H]1CCCCO[C@@H](CN(C)Cc2ccc(Cl)c(Cl)c2)[C@H](C)CN([C@@H](C)CO)C(=O)c2cc(NC(=O)Nc3ccccc3)ccc2O1,-46,0,-1,86*,5,-7,-21,12
COC(=O)c1ccc(COc2ccc(/C=N/O)cc2)o1,8,3,.,-37,-3,5,-22,-3
COC(=O)C1=C(C)N(Cc2ccc(Cl)cc2)C(=S)NC1c1ccccc1 (centres undefined),.,3,.,0,-1,4,1,-2
O=C(Nc1nnc(-c2ccccc2)s1)c1ccccc1O,-2,-1,5,-80,-107,6,-33,-4
CS(=O)(=O)N1[C@@H]2Cn3c(ccc(-c4ccccc4)c3=O)[C@H]1[C@@H](C(=O)NCC1CC1)[C@@H]2CO,.,-1,1,9,-7,.,4,-7
COc1ccc(NC(=S)N2CCN(C(=O)c3ccco3)CC2)cc1OC,-8,-4,2,8,-4,-2,-7,-5
CCCCNC(=O)C1CC(=O)N(CCc2ccc(C)cc2)C1 (centres undefined),-6,-1,-7,-1,6,7,4,-2
CC(C)NC(=O)N(C)C[C@@H]1OCCCC[C@@H](C)Oc2ccc(NS(=O)(=O)c3ccccc3)cc2C(=O)N([C@@H](C)CO)C[C@H]1C,-1,-4,0,9,5,.,1,6
Cc1ccccc1-c1cnc2c(c1)C(=O)N([C@H](C)CO)C[C@H](C)[C@H](CN(C)CC1CCOCC1)O2,2,1,-1,.,-7,.,8,-5
CCOC(=O)C1CCCCN1S(=O)(=O)c1ccc2c(c1)CC(C)N2C(=O)C1CCC1 (centres undefined),0,3,2,10,9,-15,0,14
O=C(COC(=O)c1cccnc1Cl)NCCc1ccc(F)cc1,2,7,-3,-10,-5,5,3,7

# LGR2 antag: entries above that show a hit
Molecule | PGC1a acetyl inh | ERAP1 HTS inh | PglD DTNB | LGR2 antag | S100A4 inh HTS
CNC(=O)COC(=O)c1ccccc1C(=O)c1ccc(Cl)c([N+](=O)[O-])c1 | -47 | -1 | . | 102* | 2

# (more compounds)
SMILES,PGC1a acetyl inh,ERAP1 HTS inh,PglD DTNB,PAX8 reporter,EWS-Fli block,FN deposition inh,LGR2 antag,S100A4 inh HTS
COc1ccc(OC)c(N)c1,-16,.,-5,-7,.,-8,.,.
N#C[C@H]1[C@H](c2ccccc2)[C@@H](CO)N1S(=O)(=O)c1cccc(F)c1,-2,-1,0,-1,-2,4,-2,1
C[C@@H]1CN([C@H](C)CO)C(=O)c2cc(NC(=O)C3CC3)ccc2O[C@@H]1CN(C)Cc1ccc2c(c1)OCO2,18,.,-1,-11,1,.,13,14
CC(C)(C)C(=O)N1CCN(c2ccc([N+](=O)[O-])cc2-n2cccc2)CC1,1,2,-7,5,0,-6,-17,-3
COCCNc1ccc(-c2n[nH]c(=O)c3ccccc23)cc1[N+](=O)[O-],.,4,7,-10,8,3,-1,-1
COc1ccc(C2C3=C(CCCC3=O)NC3=C2C(=O)c2ccccc23)cc1 (centres undefined),-47,1,2,11,7,-1,-9,5
Cc1cccc(C)c1OCCOC(=O)c1ccc(S(=O)(=O)N2CCCC2)cc1,.,-3,-2,-1,10,5,11,28
CCCNC(=O)OC1CC2CC1[C@H]1CCCCN1C2=O (some centres undefined),.,-1,.,-24,5,-5,5,-1
COc1ccc(CCNC(=O)CCCn2nc(C)c([N+](=O)[O-])c2C)cc1OC,5,.,-4,-12,-1,2,-7,-5
Cn1c(CC(=O)NN)c(Sc2ccccc2)c2ccccc21,17,-2,2,3,17,-10,40,1
C/C(CC(=O)Nc1cc(C)ccn1)=N\NC(=O)c1ccc(C(C)(C)C)cc1,3,4,0,15,-7,8,11,-5
CCOc1ccc(NC(=O)CCN2C(=O)C3CCCCC3C2=O)cc1OCC (centres undefined),.,1,-2,-14,0,4,-5,-12
CCCc1cc(=O)[nH]c(SCC(=O)N2CCc3ccccc32)n1,8,0,5,14,1,-2,-3,-16
CCOC(=O)c1c(-c2ccccc2)oc2ccc(O)c(CN(C)C)c12,-18,.,5,37,.,-1,.,.
COc1ccc(S(=O)(=O)Nc2c(C)n(C)n(-c3ccccc3)c2=O)c(Cl)c1Cl,-10,-1,-4,43,9,6,.,-1
Brc1ccsc1/C=N/Nc1ccccc1,.,-2,.,-42,-83,-3,.,-2
CC(C)NC(=O)Nc1ccc2c(c1)C(=O)N([C@@H](C)CO)C[C@@H](C)[C@@H](CN(C)C(=O)NC1CCCCC1)OCCCC[C@@H](C)O2,3,3,3,6,.,.,9,-12
O=C(NCc1ccccc1CN1CCCC1)c1cc2cc(Cl)ccc2o1,-3,0,3,7,4,0,-2,-1
Cc1ccc2nc(N3CCN(C(=O)c4ccc(F)cc4)CC3)c(C#N)cc2c1,1,-5,1,5,11,-5,-2,-2
O=C(CSc1nnc(-c2cccs2)n1-c1ccccc1)N1CCOCC1,4,.,-4,-6,.,6,.,.
CC(C)CC#Cc1cnc2c(c1)C(=O)N([C@@H](C)CO)C[C@H](C)[C@@H](CN(C)C(=O)CN1CCOCC1)O2,5,1,21,.,-14,-11,-8,-1
COc1cc(C(=O)NCC(c2ccco2)N2CCCC2)ccc1OCc1ccc(Cl)cc1Cl (centres undefined),.,0,1,22,0,6,-8,-5
CCCC#Cc1ccc([C@@H]2[C@H](CO)N3C(=O)CN(C(=O)c4ccccn4)C[C@@H]23)cc1,-3,1,.,.,-5,.,4,-8
Cc1ccc(C(=O)OCC(=O)N2CCC(Cc3ccccc3)CC2)cc1N,-1,1,0,2,4,-10,16,-4
CCc1nnc(NC(=O)CC23CC4CC(CC(C4)C2)C3)s1,0,3,-1,9,8,1,0,-1
CC(Nc1c([N+](=O)[O-])c(=O)oc2ccccc12)c1ccccc1 (centres undefined),4,.,0,7,-3,4,-8,-3
N#Cc1ccc(CSc2ccc(S(=O)(=O)N3CCCC3)cn2)cc1,10,4,-1,13,2,-2,-3,-1
CC(=O)N1CCN(c2ccc(NCc3ccc(F)cc3)cc2)CC1,-2,-1,-5,1,-13,-6,4,-7

# Screening data deposited in PubChem BioAssay by Broad Institute.
